# Screening results as filed in PubChem BioAssay.
# Shiga inhibitor – blocks Shiga toxin action in Vero cells; Vero cells, Shiga toxin protein synthesis inhibition reporter; inhibition, % at 38.7 µM; 9.2% of 290,000 active; AID 2315; in the data active means inhibition mostly above about 28%, no sharp cut-off; inactive means mostly below about 43%; further: 0% is about no effect
# HCV inh – HCV inhibition; Huh7.5.1 HCVcc-Cre infection, luciferase reporter, 44 h; 3.4% of 340,000 active; Potency, µM (highest dose often 41.8 µM), for the others: at the top dose activity change, negative = inhibition, actives largely listed as inhibitors; further: potency means the concentration at half of the fitted maximal effect; on the % scale 0 is the no-effect control and ±100 the full control effect
#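 HCVcc-Cre virus at an moi near 0.5 was added right after compound to cells cultured 4 h from seeding (1,000 cells/well). Luciferase activity was determined 44 h later, 15 min after substrate addition at RT.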
# FBPA Giardia inh – Giardia lamblia aldolase inhibition; A8B2U2; purified Giardia FBPA; Potency, µM (titrated, usually from 59.6 µM), inactives show at the top dose activity, negative = inhibition, actives largely listed as inhibitors; 0.71% of 290,000 active; AID 2451; further: potency means the concentration at half of the fitted maximal effect; on the % scale 0 is the no-effect control and ±100 the full control effect; nearly all actives have a fitted effect of over 55% in size
# Target sequence (A8B2U2 whole entry, looked up): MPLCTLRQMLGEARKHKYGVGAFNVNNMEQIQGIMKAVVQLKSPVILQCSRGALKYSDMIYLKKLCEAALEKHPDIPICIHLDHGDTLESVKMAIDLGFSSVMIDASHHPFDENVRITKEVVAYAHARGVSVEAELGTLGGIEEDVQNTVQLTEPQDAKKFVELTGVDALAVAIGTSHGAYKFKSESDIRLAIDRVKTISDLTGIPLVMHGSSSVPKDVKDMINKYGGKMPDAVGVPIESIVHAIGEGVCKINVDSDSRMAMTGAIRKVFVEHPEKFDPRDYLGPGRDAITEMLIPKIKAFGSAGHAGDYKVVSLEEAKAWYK
#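 40 nM FBPA preincubated 10 min at RT with compound (up to 57.5 uM final), then substrate plus GAPDH/TPI/NAD/arsenate coupling and diaphorase/resazurin added. Fluorescence read after 20 min at RT, 525/598 nm.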
# Cycloheximide cs – affects cycloheximide protein synthesis inhibition readout, counter-screen; cell reporter, cycloheximide protein synthesis inhibition counterscreen; max response, %; 12% of 300,000 active; in the data active means max response mostly above about 13%, no sharp cut-off; inactive means mostly below about 14%; further: read at 38.3 µM for the half of the compounds with a filed dose; 0% is about no effect
# Pf growth 48h – P. falciparum growth inhibition at 48 hours (one generation). 5.9% of 310,000 active. Potency, µM (series often up to 28.7 µM), for the others: top-dose activity change, negative = inhibition, usual class: inhibitors. P. falciparum luciferase growth in erythrocytes, 48 h. AID 504832; further: potency means the concentration at half of the fitted maximal effect; on the % scale 0 is the no-effect control and ±100 the full control effect
#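 Luciferase-expressing P. falciparum in infected erythrocytes (2% hematocrit, 0.1% parasitemia final) in RPMI 1640/0.5% Albumax were exposed to compound for 48 hours at 37 C, 5% CO2; growth read as luminescence.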
# Pf growth 96h – P. falciparum growth inhibition at 96 hours. P. falciparum luciferase reporter growth, 96 h. Potency, µM (top dose mostly 28.7 µM), inactives show top-dose activity change, negative = inhibition, most hits filed as inhibitors. AID 504834. 6.9% of 320,000 active; further: potency means the concentration at half of the fitted maximal effect; on the % scale 0 is the no-effect control and ±100 the full control effect
#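 Plates of compound plus infected erythrocytes (2% hematocrit, 0.05% parasitemia final) incubate 96 hours, 37 C, 5% CO2. Detection reagent added; reduced luminescence from the parasites' luciferase reporter flags inhibition.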
# Active calls of the source: *; ? = inconclusive; . = no result given; & = joins results of further samples; [ ] = remark or other dose. Unless noted, the call rests on the fitted dose curve; in most records, active means well fitted curve in the direction sought with a large enough effect; inconclusive means small, poorly fitted or top-dose-only effect, or another doubt; inactive means no such curve, though single readings can be large; an effect the other way counts as inactive or inconclusive.
SMILES,Shiga inhibitor,FBPA Giardia inh,Pf growth 96h,Pf growth 48h,HCV inh,Cycloheximide cs
O=C(COC(=O)c1ccccc1NCCO)Nc1cc(C(F)(F)F)ccc1N1CCOCC1,-2,0%,?,?,?,-1
Cc1ccccc1NS(=O)(=O)c1ccc2[nH]cc(C(=O)N(C)Cc3ccco3)c(=O)c2c1,-2,-20%,?,0%,8%,-2
O=C1C2CC=CCC2C(=O)N1c1ccc(NCCc2ccc(O)cc2)c([N+](=O)[O-])c1 (configuration not stated),63*,-4%,?,4%,13µM*,33*
CCOC(=O)C1CCN(C(=O)CCc2ccccc2)CC1,15,0%,1%,10%,9%,-1
CCOC(=O)C1CSC2(CCC(c3ccccc3)CC2)N1 (configuration not stated),29,-6%,63%[activator],-9%,13%,4
Cc1ccc(NC(=O)CN(C)S(=O)(=O)c2ccc(Br)s2)cc1F,44*,-2%,22%,13%,4%,21*
COC(=O)C1=C[C@@H](C(=O)OC)C2C3=C(C(=O)C24CCCCC4)[C@H](C)n2c(=O)n(C)c(=O)n2[C@@H]3C1 (some centres not stated),8,5%,.,.,24%,1
NC(=O)C1CCN(CCC(=O)Nc2cccc(Cl)c2)CC1,-6,-3%,2%[5.75 µM],-1%,9%,1
CCc1nnc(NC(=O)CCC(=O)NC2CCCCC2)s1,-11,8%,6%,-19%,17%,-3
CN1CCN(C(c2cccs2)c2nnnn2Cc2ccc(F)cc2)CC1 (configuration not stated),10,-11%,28%,45%[activator],1%,5
COc1ccccc1CN1CCN(C(=O)COc2ccccc2)CC1,7,2%,1%,-14%,?,-1
CN(C)c1ccc(N=Nc2ccccc2C(=O)OCC(=O)NCC2CCCCC2)cc1,72*,-3%,0%,?,10%,69*
CC1(C)CC(=O)C(=Cc2cn(CCC#N)nc2-c2ccc(Cl)cc2)C(=O)C1,-5,-9%,45%[activator],5%,18%,-2
CC(=O)Nc1cccc(Oc2ncnc3scc(-c4ccc(C(C)C)cc4)c23)c1,13,6%,?,?,?,-2
CC(C)Nc1ccc(-n2nc3ccccc3[n+]2[O-])cc1,38*,-4%,-11%,115%[activator],10%,25*
COc1ccc(N2CCN(C(=O)CCS(=O)(=O)c3ccc(C)cc3)CC2)cc1,-9,2%,-7%,0%,16%,-3
O=C(CSc1nc2ccccc2c(=O)n1Cc1ccco1)N1CCCCCC1,20,6%,31%[activator],5.2µM*,11µM*,17*
O=C(COC(=O)C12CC3CC(CC(C3)C1)C2)Nc1ccc([N+](=O)[O-])cc1Cl,-6,-3%,?,?,0%,1
Cc1cc(C)nc(NC(=O)c2ccc(C)c([N+](=O)[O-])c2)n1,-9,28%,49%[activator],47%[activator],?,2
CN1C(=O)Cc2cc(S(=O)(=O)NCCc3ccccc3)ccc21,-4,0%,38%,-12%,-3%,-7
COc1ccc(/C=N/NC(=O)c2sc(C)nc2C)cc1,16,-2%,21%,18%,-12%,11
O=C(c1ccc(Cn2c(=S)[nH]c3ccc(N4CCOCC4)cc3c2=O)cc1)N1CCC(N2CCCCC2)CC1,38,-10%,-62%,?,0%,6
COc1cccc(/C=N/n2c(-c3cc(C)[nH]n3)n[nH]c2=S)c1,20,-19%,29%,24%,10%,12
CC1CC=CC2C1C(=O)N(Cc1ccccc1)C2c1ccc2ccccc2c1Br (configuration not stated),-2,-11%,.,.,.,9
CS(=O)(=O)N(CC(=O)N1CCCCC1)C1CCCCC1,-9,0%,12%,.,5%,-3
O=C(CNC(=O)N1CC(=O)Nc2ccccc21)NCc1ccc(Cl)cc1,-6,3%,12%,19%,18%,-3
COc1ccc(/C(O)=C2/C(=O)C(=O)N(CCCC(=O)O)C2c2ccc(OC)cc2)cc1 (configuration not stated),-7,.,108%[activator],?,-5%,-3
CCOC(=O)N1CCN(C(=O)C2CCCN(S(=O)(=O)c3c(C)cc(C)cc3C)C2)CC1 (configuration not stated),-8,4%,10µM*,?,.,-4
Cc1nn(Cc2ccc(F)cc2)c(C)c1NC(=O)c1cc(-c2ccco2)on1,-3,4%,-6%,?,-12%,5
COc1ccc2oc(C(=O)N(C)Cc3ccc4c(c3)OCCO4)c(C)c2c1,.,.,21%,2%,12%,.
COc1cc(/C=N/NC(=O)COc2cc(C)cc(C)c2)ccc1OS(=O)(=O)c1ccc(C)cc1,-8,4%,0%,16%,?,5
C[N+](C)(C)CCCCCC(=O)/C=N/O,-6,1%,-10%,-9%,11%,-3
CC(=O)NC1C(OCc2ccccc2)OC(CO)C(OC(C)=O)C1OC(C)=O (configuration not stated),-6,0%,-18%,5%,16%,-4
CCOc1cc2c(cc1/C=C1/NC(=O)N(CC(=O)OC)C1=O)OCO2,10,0%,?,-7%,10µM*,-1
COc1ccc(C(=O)NCCNc2nc3ccc(C)cc3cc2C#N)cc1,34*,6%,9.3µM*,?,?,23*
Cc1onc(-c2c(F)cccc2Cl)c1C(=O)N(C)CC(=O)Nc1cccc(F)c1,.,.,-17%,-9%,?,.
CCCCC(C)C(OC(=O)CC(CC(=O)O)C(=O)O)C(CC(C)CC(O)CCCCC(O)CC(O)C(C)N)OC(=O)CC(CC(=O)O)C(=O)O (configuration not stated),19,3%,-11%,-9%,-5%[8.37 µM],-2
Cn1nnnc1SCCNCc1ccc(Cl)cc1,-9,-13%,.,8%,-5%,-3
NC(=O)C(Cc1ccccc1)NS(=O)(=O)c1ccc(N2CCCC2=O)cc1 (configuration not stated),-2,2%,9.3µM*,-4%,-4%,-4
CCOC(=O)c1c(-c2ccc(F)cc2)cn2ccccc12,-10,-4%,?,?,-5%,27
O=[N+]([O-])c1cccc(NC(=S)NCc2ccncc2)c1,-2,-11%,83%[activator][5.75 µM],?,-2%,2
COCCn1c(SCC(=O)c2ccccc2)nc2c(c1=O)SCC2,-25,6%,26%,-11%,-18%,-2
O=C(Cc1cccs1)Nc1nnc(-c2ccc(F)cc2)s1,36,7%,5%[1.15 µM],2%[1.15 µM],?,9
CC1Sc2ccc(S(=O)(=O)N3CCC(C(=O)Nc4cccc(Cl)c4)CC3)cc2NC1=O (configuration not stated),-3,.,-6%,?,3.2µM*,-3
COc1cc(-c2noc(CCCC(=O)Nc3cccnc3)n2)cc(OC)c1OC,8,3%,?,?,5%,-2
Cc1ccc(S(=O)(=O)N2CCN(C(=O)COC(=O)c3ccccc3Cl)CC2)c(C)c1,.,.,-20%,?,?,.
Cc1ccc(N/C(C(Cl)=C(Cl)Cl)=C(/Cl)[N+](=O)[O-])c(C)c1,23*,-19%,?,?,?,9
C=C1CCN([C@H](C(=O)NCc2ccccc2)C(C)C)S(=O)(=O)c2ccccc21,-4,-16%,12µM*,?,?,-3
COc1ccc(OCCOC(=O)c2cccc(-n3cnnn3)c2)cc1,14,7%,15µM*,53%[activator],-17%,14*
Cc1ccccc1-n1c(O)c(C=Nc2ccc(N(C)C)cc2)c(=O)[nH]c1=O,-7,-13%,1.9µM*,2.6µM*,19%,11
CCCCC#Cc1ccc(C(=O)NNC(=O)Nc2ccccc2)o1,15,7%,0%,1%,20%,9
Cc1ccc(SCC(=O)Nc2ncc(C)s2)cc1,82,0%,4%,-7%,1%,25*
COc1ccc(C(=O)n2nc(-c3ccccc3)nc2N)cc1OC,-7,5%,.,17%,15%,13
Cc1ccc(C(c2nnnn2CS(=O)(=O)c2ccc(C)cc2)N2CCCC2)cc1 (configuration not stated),13,-8%,?,-2%,-3%,1
O=C(/C=C/c1ccccc1)C1=C(O)C(=O)N(CCO)C1c1ccccc1[N+](=O)[O-] (configuration not stated),31,-25%,1%,-3%,20%,15
COCCCNC(=O)CCC(=O)NNc1nc2ccccc2c2nc(-c3ccccc3)nn12,40,-11%,?,28%,13%,2
COc1ccc(C2CC(c3ccccc3Cl)Nc3ncnn32)cc1OC (configuration not stated),15,-4%,19%,-29%,-11%,-6
O=c1[nH]c2c(s1)C(c1ccccc1)C1C3CCC(C3)C1S2 (configuration not stated),37,0%,?,.,-10%,4
CCN(c1ccc(NC(=O)COC(=O)c2ccc(C)s2)cc1)C(C)C,9,-2%,34%[activator],14%,2%,19*
CCn1c(-c2sc(-c3ccccc3)nc2C)n[nH]c1=S,-22,5%,-3%,7%,6%,-4

# Random excerpt: 6 compounds from above
SMILES,Shiga inhibitor,FBPA Giardia inh,Pf growth 96h,Pf growth 48h,HCV inh,Cycloheximide cs
CCOC(=O)c1c(-c2ccc(F)cc2)cn2ccccc12,-10,-4%,?,?,-5%,27
NC(=O)C(Cc1ccccc1)NS(=O)(=O)c1ccc(N2CCCC2=O)cc1 (configuration not stated),-2,2%,9.3µM*,-4%,-4%,-4
Cc1ccc(S(=O)(=O)N2CCN(C(=O)COC(=O)c3ccccc3Cl)CC2)c(C)c1,.,.,-20%,?,?,.
COc1cc(/C=N/NC(=O)COc2cc(C)cc(C)c2)ccc1OS(=O)(=O)c1ccc(C)cc1,-8,4%,0%,16%,?,5
COc1ccc(OCCOC(=O)c2cccc(-n3cnnn3)c2)cc1,14,7%,15µM*,53%[activator],-17%,14*
COc1ccc(C2CC(c3ccccc3Cl)Nc3ncnn32)cc1OC (configuration not stated),15,-4%,19%,-29%,-11%,-6

# Additional results.
SMILES,Shiga inhibitor,FBPA Giardia inh,Pf growth 96h,Pf growth 48h,HCV inh,Cycloheximide cs
O=C(NCCN1C(=O)C2C3C=CC(C3)C2C1=O)Nc1ccccn1 (configuration not stated),3,5%,27%,19%,0%,1
CC(C)Oc1cccc(C(=O)NC(=S)Nc2cccnc2)c1,40,?,30%,104%[activator],-7%,32*
COc1cccc(NC(=O)N2CCc3ccccc3C2)c1,91*,.,5%,125%[activator],10%,70*
COc1cccc(-c2nc(CS(=O)(=O)CC(=O)NC3CC3)c(C)o2)c1,-8,.,?,9%,-8%,-9
CCCCN(C)C(=O)C1CCC(CNS(=O)(=O)c2ccc3c(c2)CC(C)N3C(C)=O)CC1 (configuration not stated),-2,14%,?,?,?,-1
COc1ccc(CN(Cc2nc3ccccc3c(=O)[nH]2)C(=O)NC2CCCCC2)cc1,3,-6%,?,?,6%&7%,-4
COc1ccc(-c2nn(-c3ccccc3)cc2/C=N/NC(=S)NC(C)C)cc1OC,-10,-6%,?,?,?,1
O=c1oc2cc(Cl)ccc2n1CSc1nc2ccccc2s1,58*,-6%,?,.,-23%,31*
Cc1ccc(C(=O)NNC(=O)CSc2nnc(C(C)C)n2C)cc1,-3,-2%,?,0%,12%,-4
COC(=O)c1ccc(Cl)cc1NC(=O)/C=C/c1ccc(C)o1,-4,-9%,0%,-1%,7%,-3
CCN(CC)C(=O)COc1ccc2oc(C)c(C(=O)OC(C)C)c2c1,-8,8%,.,-10%,?,-3
NCCOc1ccccc1Cc1ccccc1,-11,-3%,-70%,.,9%,-2
C/C(=N\NC(=O)CNC(=O)c1cccnc1)c1cccc(O)c1,-3,0%,22%,36%[activator],11%,-9
COc1cc(-c2nc(-c3cccc(C)c3)no2)cc(OC)c1OC,33*,1%,.,-17%,-16%,16*
CCOC(=O)N1CCC(NC(=O)C2CCCN(S(C)(=O)=O)C2)CC1 (configuration not stated),-3,1%,?,48%[activator],10%,-4
CS(=O)(=O)N(CC(=O)NCc1cccnc1)C1CCCCC1,-5,3%,23%,25%,19%,1
COc1cc(/C=N/NC(N)=O)ccc1OC(=O)c1cccs1,-31,-1%,0%,14%,16%,-2
COc1ccc(NC(=O)C/C(C)=N/NC(=O)c2cnccn2)c(OC)c1,34,-9%,17%,-8%,22%,37*
